Eya2 phos inh: qHTS Assay for Inhibitors of the Phosphatase Activity of Eya2; Protein phosphatase EYA2 (Homo sapiens), O00167; recombinant Eya2, OMFP fluorescence dephosphorylation (OMFP is methylfluorescein phosphate); Potency, µM (highest dose often 76.9 µM), inactives show at the top dose activity, negative = inhibition, hits mostly inhibitors; 0.006% of 330,000 active; further: potency means the concentration at half of the fitted maximal effect
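Eya2 protein (added as 0.2 uM solution) was preincubated with compound for 10 min at ambient temperature in 50 mM HEPES pH 7.5, 50 mM NaCl, 5 uM MgCl2, 0.05% BSA, 1 mM DTT. OMFP (added at 50 uM) then reacted 10 min; fluorescence read at 485/525 nm.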
KCNH2 3.1 block: qHTS for Inhibitors of KCHN2 3.1: Mutant qHTS | Potassium voltage-gated channel subfamily H member 2, brain isoform KCNH2 3.1 (human) | U2OS KCNH2 3.1, thallium flux FluxOr; stronger effect = lower value | activity change, % (tested at about 1.8 µM) | 0.95% of 340,000 active;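 active means maximum activity change below -70%; inconclusive means maximum activity change from -70% to -50%; inactive means maximum activity change above -50%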;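 further: thallium influx rate constant from kinetic fluorescence after stimulation buffer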
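Thallium flux via FluxOr fluorescence (Red40 quencher, 45 min loading) in U2OS cells virally expressing the KCNH2 3.1 isoform (1.77 x 10^8 /mL virus, overnight at 37 C). Rate constants from 2-min kinetic reads post-stimulation, normalised to positive and negative controls.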
B2AR arrestin: qHTS assay of beta-arrestin-biased ligands of beta2-adrenergic receptor; Beta-2 adrenergic receptor (Homo sapiens), P07550; beta-arrestin recruitment to beta2AR, cell-based reporter; Potency, µM (series often up to 46.1 µM), for the others: at the highest dose activation, usual class: activators; 0.02% of 330,000 active;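 further: potency means the concentration at half of the fitted maximal effect; 0% = DMSO controls and full agonism = EC100 isoproterenol or metaproterenol; nearly all actives have a fitted effect of over 65% in size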
Target sequence (P07550 whole entry, looked up): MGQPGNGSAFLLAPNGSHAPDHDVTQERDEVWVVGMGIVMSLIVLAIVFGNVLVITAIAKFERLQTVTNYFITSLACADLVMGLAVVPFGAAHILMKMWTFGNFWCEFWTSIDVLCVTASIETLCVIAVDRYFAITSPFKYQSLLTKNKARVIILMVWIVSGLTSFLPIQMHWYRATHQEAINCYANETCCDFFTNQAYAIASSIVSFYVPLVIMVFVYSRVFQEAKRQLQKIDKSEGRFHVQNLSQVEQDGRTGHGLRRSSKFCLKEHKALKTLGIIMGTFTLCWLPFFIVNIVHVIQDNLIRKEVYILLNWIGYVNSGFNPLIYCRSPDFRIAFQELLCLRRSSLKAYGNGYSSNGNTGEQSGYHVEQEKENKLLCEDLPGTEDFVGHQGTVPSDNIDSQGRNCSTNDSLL
PKM2 act: qHTS Assay for Activators of Human Muscle isoform 2 Pyruvate Kinase; Pyruvate kinase PKM (Homo sapiens), P14618; AID 1631, 2009; 0.34% of 260,000 active; Potency, µM (series often up to 57.5 µM), for inactives: at the highest dose activation, most hits filed as activators; purified PKM2, Kinase-Glo ATP luminescence, activation; response scale: 0% is enzyme alone, no compound; further: potency means the concentration at half of the fitted maximal effect; nearly all actives have a fitted effect of over 55% in size
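Kinase-Glo luminescence reports ATP generated from ADP (0.1 mM) and PEP (0.5 mM) by purified hPK-M2 after 1 h at room temperature, pH 7.2 imidazole buffer; intermediate enzyme activity allows detecting inhibitors and activators.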
Giardia kill: Small Molecules that selectively kill Giardia lamblia: qHTS; 0.15% of 340,000 active; Giardia lamblia trophozoite viability; activity change, % at 7.66 µM, hits read low; AID 540267, 2011; in the data active means activity change below about -80%; inconclusive means between about -30% and that limit;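 further: parasites exposed to compound for two days anaerobically before the ATP read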
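Media and compound were dispensed first, then trophozoites at 100 cells/well; plates sat 48 hrs at 37 deg C without oxygen before ATP luminescence reagent was added and read after 15-30 min at room temperature.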
Coupling enz: qHTS Assay for Inhibitors of Fructose-1,6-bisphosphate Aldolase from Giardia Lamblia: Coupling assay counterscreen | coupling enzyme system counterscreen, AmpLite Red fluorescence | activity change, negative = inhibition, % at 58.2 µM, hits read low | 0.67% of 290,000 active; in the data active means activity change below about -30%
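First, compound is pin-transferred into glyceraldehyde-3-phosphate coupling-enzyme reagent at 57.5 uM final and held 10 min at RT. Next, substrate, coupling system and AmpLite Red are added. After 20 min RT, fluorescence (525/598 nm) is read.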
Chronic BCR inh: qHTS Assay to Find Inhibitors of Chronic Active B-Cell Receptor Signaling; AID 493014, 2011; 0.05% of 340,000 active; ABC-DLBCL IkBa-CBG/CBR reporter, luminescence ratio, 4 h; Potency, µM (highest dose often 46.1 µM), for the others: at the highest dose ratio change, negative = lower green/red ratio, usual class: inhibitors; active means well fitted inhibition curve with a large enough effect in the signal ratio, with a control signal flat, not every such curve was filed as active; inconclusive means small, poorly fitted or top-dose-only effect, or effect the other way, or a change in a side signal; the % refers to the signal ratio;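 further: potency means the concentration at half of the fitted maximal effect; plate controls were basal doxycycline-induced cells for no effect and cells given 10 µM MG132 for full effect; MG132 reads +100%, hits lower the ratio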
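Concentration-response series (up to 46 uM) were applied to TMD8 dual-reporter cells for 4 h at 37C with doxycycline. Green/red ratio, after filter-overlap correction, defined %Activity; red signal alone was normalised to basal cells and zero luminescence.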
GALK inh: qHTS Assay for Inhibitors of Human Galactokinase (GALK); Purified GALK, Kinase-Glo residual ATP luminescence; Potency, µM (top dose mostly 57.5 µM), without a hit: top-dose activity change, negative = inhibition, hits mostly inhibitors; P51570; 0.007% of 270,000 active; AID 1868, 2009; further: potency means the concentration at half of the fitted maximal effect
Target sequence (P51570 whole entry, looked up): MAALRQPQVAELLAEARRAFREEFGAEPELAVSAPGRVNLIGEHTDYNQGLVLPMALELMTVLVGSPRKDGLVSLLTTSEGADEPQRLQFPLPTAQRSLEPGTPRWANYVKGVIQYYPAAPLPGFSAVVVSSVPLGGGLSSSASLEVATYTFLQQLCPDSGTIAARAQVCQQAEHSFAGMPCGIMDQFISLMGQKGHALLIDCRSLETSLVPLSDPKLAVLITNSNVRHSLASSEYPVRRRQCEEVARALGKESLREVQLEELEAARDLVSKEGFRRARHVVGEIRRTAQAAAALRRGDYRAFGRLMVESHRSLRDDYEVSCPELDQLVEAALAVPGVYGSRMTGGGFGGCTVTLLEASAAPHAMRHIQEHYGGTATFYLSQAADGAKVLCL
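Galactose (100 uM) and ATP (35 uM) were turned over by 5 nM GALK for 1 h at RT. Kinase-Glo Plus then converted the remaining ATP into a luminescent signal.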
KCNH2 WT inh: qHTS for Inhibitors of KCHN2 3.1: Wildtype qHTS; Voltage-gated inwardly rectifying potassium channel KCNH2 (Homo sapiens), Q12809; U2OS, BacMam KCNH2, thallium flux FluxOr; stronger effect = lower value; activity change, % at 1.84 µM; 0.37% of 340,000 active;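 active means maximum activity change below -70%; inconclusive means maximum activity change between -70% and -50%; inactive means maximum activity change above -50%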
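U2OS cells transduced with wild-type KCNH2 virus are loaded with FluxOr dye for 45 min, and thallium flux is measured in kinetic reads before and after stimulation buffer. Rate constants are normalized to DMSO controls.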
USP2a inh: qHTS Assay for Inhibitors of Ubiquitin-specific Protease USP2a Using CHOP2 as the Reporter. 0.01% of 330,000 active. USP2 core, Ub-CHOP2 coupled fluorogenic reporter, 485/531. Ubiquitin carboxyl-terminal hydrolase 2 (Homo sapiens), O75604. Potency, µM (highest dose often 38.3 µM), inactives show at the top dose activity change, negative = inhibition, actives largely listed as inhibitors;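 further: potency means the concentration at half of the fitted maximal effect; plate controls were DMSO wells for no effect and full inhibition by NEM control for full effect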
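Deubiquitinase activity read as fluorescence (485/531 nm) after Ub-CHOP2 cleavage activates the enterokinase reporter on its substrate; USP2 core 10nM, Ub-CHOP2 and substrate 25nM each, 30min compound preincubation then 60min RT; data normalized to NEM, curves fitted.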
uPA generation: qHTS for Inhibitors of Cell Surface uPA Generation. cell surface uPA generation assay, qHTS. Potency, µM (series often up to 38.3 µM), for inactives: top-dose activity change, negative = inhibition, most hits filed as inhibitors. 0.31% of 330,000 active. AID 540303, 2011; active means well fitted inhibition curve with a large enough effect; inconclusive means small, poorly fitted or top-dose-only effect; inactive means no such curve, though single readings can be large or run the other way; tested in mouse RAW 264.7 cells; further: potency means the concentration at half of the fitted maximal effect; nearly all actives have a fitted effect of over 55% in size
Numbers without * were called inactive; ? = inconclusive; / = not tested or not shown; & = joins results of further samples; [ ] = remark or other dose. Unless noted, the call rests on the fitted dose curve; in most records, active means well fitted curve in the direction sought with a large enough effect; inconclusive means small, poorly fitted or top-dose-only effect, or another doubt; inactive means no such curve, though single readings can be large; an effect the other way counts as inactive or inconclusive. Unless noted, on the % scale 0 is the no-effect control and ±100 the full control effect. Outcome played no part in choosing rows; overall some 2.4% were active at least once.

SMILES | Eya2 phos inh | KCNH2 3.1 block | B2AR arrestin | PKM2 act | Giardia kill | Coupling enz | Chronic BCR inh | GALK inh | KCNH2 WT inh | USP2a inh | uPA generation
CC(C)CCOC(=O)C1C2C=CC3(CN(Cc4cccs4)C(=O)C13)O2 (configuration not stated) | 3% | -5 | -2.1% | -1% | 1 | 2 | 0% | -4% | -5 | 3% | 15%
Oc1ccccc1-c1nc(NCc2ccccc2)c2ccccc2n1 | -27% | -25 | 0.6% | / | -15 | 1 | 13% | 4% | 6 | -1% | 0%
O=C(CN1C(=O)c2ccccc2C1=O)NCc1ccc(C(=O)O)cc1 | -20% | 9 | 0.3% | / | 7 | 0 | 7% | 3% | 11 | 1% | 1%
O=C(Cc1ccon1)c1ccc(O)cc1O | -6% | 0 | -0.2% | / | 39[activator] | 1 | 5% | -1% | -2 | 3% | 1%
Cc1sc(NC(=O)c2ccccc2)c(C(=O)NCCN(C)C)c1C | -4% | 6 | -0.4% | -1% | 0 | / | -1% | 0% | -6 | 1% | -8%
CC(Cc1cccs1)NC(=O)Nc1ccc(Cl)cc1 (configuration not stated) | -20% | -7 | 0.0% | 5% | 5 | 0 | ? | -3% | -2 | 0% | -5%
O=c1c([N+](=O)[O-])c(N2CCCC2)c2ccccc2n1-c1ccccc1 | 4% | -22 | -0.2% | -1% | 8 | 1 | 6% | 5% | -10 | 2% | 8%
Cc1ccc(-c2nnc(CSc3nnc4c5c(C)c(C)sc5nc(C(C)C)n34)o2)cc1 | -13% | / | -0.4% | 0% | / | 2 | 3% | 3% | / | 4% | /
CCCSc1nnc2n(Cc3ccccc3)c(=O)c3c4c(sc3n12)CCC4 | -5% | / | -0.4% | 1% | / | 0 | -1% | 3% | / | 3% | /
CCN1CCCC1CNC(=O)c1c(O)c2c([nH]c1=O)CCCC2 (configuration not stated) | 21% | 20 | 0.4% | -9% | 4 | 3 | -7% | -4% | 1 | 1% | -3%
Cc1ccc(NC(=O)CSc2nnc(CNC(=O)c3ccco3)n2C)cc1 | 3% | 2 | 0.7% | / | -1 | / | ? | / | 9 | 2% | ?
Cc1ccc2oc(=O)cc(CN3CCN(Cc4ccccc4)CC3)c2c1 | 0% | -5 | -0.2% | / | 7 | 1 | -2% | / | 4 | 0% | -9%
C/C=C(\C)C(=O)NCCN1C2=NC[C@H](C(C)C)N2C[C@H]1Cc1ccc(O)cc1 | 19% | -1 | -0.8% | 4% | -9 | 1 | 0% | 3% | / | 1% | 9%
Cc1ccccc1C(=O)Nc1nnc(-c2ccc(F)cc2)o1 | -4% | -5 | 0.2% | 1% | -12 | -2 | ? | -1% | -20 | 2% | ?
COc1cc(NC(=O)COC(=O)c2ccc(C)c(S(=O)(=O)N3CCCCC3)c2)c(C)cc1[N+](=O)[O-] | 3% | ? | 7.5% | -1% | 5 | 0 | -7% | 0% | -6 | 1% | 5%
O=C(CCNC(=O)c1ccc(Br)cc1)NCCCSc1ccccc1 | -29% | -10 | -0.4% | / | 1 | / | -5% | / | -8 | 0% | -1%
COc1ccc(-c2cc(C(F)F)n3ncc(C(=O)N4CCCCC4)c3n2)cc1 | 5% | 7 | -0.7% | -3% | 5 | 0 | -25% | -1% | 6 | -6% | -11%
O=C(CN1CCCC1)N1CCCc2c1c(=O)oc1ccc(OCc3ccccc3)cc21 | -3% | -25 | -0.2% | 12% | 0 | -7 | 0% | 0% | 42 | 4% | /
O=C(NCCN1CCCC1)C1CCN(S(=O)(=O)N2CCC3(CC2)OCCO3)CC1 | 17% | -1 | -0.2% | -2% | 3 | -1 | ? | 0% | -5 | 1% | 14%
Cc1cccc(C(=O)O/N=C(\N)c2ccc(Br)cc2)c1 | 0% | 0 | 0.1% | 8% | -3 | 0 | 2% | 1% | 10 | 1% | -1%
CC(C)NC(=O)CSc1nc2ccccc2n1-c1ccccc1 | 3% | -9 | -0.1% | -1% | -1 | 3 | ? | 0% | 9 | 0% | /
COc1nc(N/N=C/c2cc3c(cc2Br)OCO3)nc(N2CCOCC2)n1 | 16% | 4 | 0.5% | -9% | 23 | -8 | -2% | -2% | 1 | 0% | 7%
COC(=O)Cc1ccc(NC(=S)NCCCN2CCOCC2)cc1 | 10% | 6 | -0.1% | -8% | 15 | 3 | 1% | 0% | 2 | 2% | 1%
CC(=O)Nc1cc2cc(NS(=O)(=O)c3ccc(Cl)cc3)ccc2oc1=O | -3% | 1 | -0.3% | -6% | 20 | 0 | 0% | 4% | -3 | 2% | 3%
CCn1c(=O)n(CC)c2cc(S(=O)(=O)N3CCc4ccccc43)ccc21 | -2% | -19 | 0.0% | -2% | 19 | -18 | 12% | 1% | 13 | 4% | -23%
O=C(CSc1nnc(-c2ccco2)n1Cc1ccccc1)OC1CCCCC1 | -22% | 6 | 0.4% | -1% | -19 | 0 | 8% | 2% | 34 | 2% | -1%
Cc1nnc(NC(=O)CCC(=O)NCc2cccs2)s1 | 9% | 5 | -0.5% | 0% | 25 | 3 | 1% | -1% | -2 | 1% | -5%
COc1ccc(CCCc2nnc(SCc3nc4ccccc4c(=O)[nH]3)n2C)cc1C | 0% | 2 | -0.1% | / | -12 | 0 | -1% | 11% | -4 | 1% | 2%
Cc1c(Cl)cccc1NS(=O)(=O)c1cn(C)c(=O)n(C)c1=O | ? | -35 | 5.9% | 8% | -15 | 3 | -6% | / | 6 | 1% | -1%
COc1ccc(CCNC(=O)COc2ccc3c(C)cc(=O)oc3c2)cc1OC | ? | 14 | -0.1% | / | -4 | 2 | -13% | 0% | -12 | 3% | -8%
COc1cccc(C(c2nnnn2Cc2ccccc2)N2CCN(C(=O)c3ccco3)CC2)c1OC (configuration not stated) | -4% | -6 | 0.1% | -10% | -3 | 0 | ? | 0% | 4 | 0% | -4%
Cc1ccc(/C=N/n2c(-c3cccnc3)n[nH]c2=S)o1 | 2% | -3 | 5.5% | 2% | -16 | 7 | 18% | 0% | 2 | 2% | 1%
COc1ccc([N+](=O)[O-])cc1NC(=S)NC(C)=O | 1% | 18 | -0.1% | -2% | 1 | 0 | 0% | 0% | / | 1% | -5%
COc1cc(/C=N/NC(=O)c2cc3c(ccc4ccccc43)o2)cc(OC)c1O | 8% | / | 0.1% | -2%[0.46 µM] | / | 2 | ? | 3% | / | -1% | /
Cc1nc(CCN2C(=O)c3ccccc3C2=O)n[nH]1 | 17% | 15 | -0.2% | -1% | -7 | 4 | ? | -1% | -3 | 4% | 0%
COc1ccc(NC(=O)C2C(c3ccccc3)C2(Cl)Cl)cc1 (configuration not stated) | 9% | 16 | -0.3% | 2% | 11 | 0 | ? | -2% | 8 | 6% | ?
O=C(NCC(c1cccs1)N1CCOCC1)c1cc(-c2ccccn2)nc2ccccc12 (configuration not stated) | 0% | 17 | 0.0% | 0% | 31[activator] | 0 | ? | 5% | 1 | 7% | 4%
Cc1ccnc(NC(=O)CN(C)S(=O)(=O)c2cccc3nsnc23)c1 | -5% | 12 | -0.1% | -12% | 11 | -3 | 2% | -4% | 3 | 1% | 4%
C=CCn1c2ccccc2c2nnc(SCCN3CCCCC3)nc21 | -16% | -15 | -0.3% | 3% | 2 | 1 | 9% | 5% | -1 | 1% | -16%
COc1ccc(/C=C/C(=O)NCCCc2ccccc2)cc1OC | 2% | -12 | -1.2% | -4% | 0 | 0 | 1% | 1% | -2 | 1% | 0%
CNC(=O)CN1C(=O)COc2ccc(S(=O)(=O)N3CCCCCC3)cc21 | -1% | 16 | 0.4% | / | 2 | / | 1% | 1% | -7 | -4% | 2%
C/C(=N\NC(=O)CNc1cccc(Cl)c1C)c1cccs1 | 1% | 3 | 0.0% | -6% | 18 | 3 | -13% | 5% | -14 | 0% | 2%
CN1C(CC(=O)c2ccccc2)CCCC1CC(O)c1ccccc1 (configuration not stated) | -37% | -18 | -0.1% | 3% | 3&6 | 3&3 | 11% | -2% | 20 | -1% | -3%

Bioassay records from PubChem BioAssay.
